NPC1 prom act = NPC1 promoter activation | Huh7 NPC1 promoter luciferase reporter, 24 h | Potency, µM (titrated, usually from 9.22 µM), without a hit: at the top dose activation, hits mostly activators | 320,000 tested, 2.4% active | AID 485313;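 also: potency is read from the fitted curve at half-maximal effect; % of control where 0% means no effect; nearly all actives have a fitted effect of over 60% in size; reporter is driven by a mutant NPC1 promoter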
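Huh7 cells stably carrying NPC1 promoter–luciferase, plated in Opti-MEM with 10% FBS for 2 h, were exposed to compound in DMSO for 24 h at 37 °C; luciferase reagent was added for 10 min and luminescence read.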
ELG1 repair inh = inhibitors of ELG1-dependent DNA repair in HEK293T cells; HEK293T ELG1-luciferase reporter, luminescence, 16 h; DNA damage induced by 5-fluorouridine; Potency, µM (top dose mostly 46.1 µM), without a hit: at the top dose activity change, negative = inhibition, actives largely listed as inhibitors; 330,000 tested, 2.3% active; AID 504467; also: potency is read from the fitted curve at half-maximal effect; % is scaled to controls: 0 for no effect and ±100 for the full control effect; nearly all actives have a fitted effect of over 55% in size
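In this reporter screen, reduction of luminescence relative to DMSO vehicle indicated activity. Compounds and 5-fluorouridine were added together to 2,000 cells per well, incubated for 16 hr at 37 °C, then developed with ONE-Glo.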
Tb PFK inh = T. brucei PFK enzyme inhibition; 330,000 tested, 0.17% active; Potency, µM (series often up to 57.5 µM), without a hit: at the top dose activity, negative = inhibition, most hits filed as inhibitors; T. brucei PFK, ADP-Glo luminescence;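 also: potency is read from the fitted curve at half-maximal effect; 0% = uninhibited 1x PFK enzyme wells and -100% = no-enzyme wells; nearly all actives have a fitted effect of over 60% in size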
Target sequence (O15648 whole entry, looked up): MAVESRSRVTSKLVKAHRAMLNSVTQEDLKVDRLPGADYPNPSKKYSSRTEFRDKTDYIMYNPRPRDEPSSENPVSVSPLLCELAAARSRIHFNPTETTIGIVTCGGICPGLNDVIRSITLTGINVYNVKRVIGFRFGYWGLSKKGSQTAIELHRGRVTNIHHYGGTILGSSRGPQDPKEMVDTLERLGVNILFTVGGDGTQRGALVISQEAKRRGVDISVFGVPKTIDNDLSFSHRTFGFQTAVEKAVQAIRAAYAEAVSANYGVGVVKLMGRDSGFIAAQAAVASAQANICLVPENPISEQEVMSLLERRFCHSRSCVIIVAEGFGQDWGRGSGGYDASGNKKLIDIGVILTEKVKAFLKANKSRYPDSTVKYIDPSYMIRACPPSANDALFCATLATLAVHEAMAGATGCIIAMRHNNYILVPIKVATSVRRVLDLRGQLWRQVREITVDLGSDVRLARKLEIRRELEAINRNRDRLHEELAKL
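PFK 1.25 nM, F6P 0.5 mM, ATP 0.1 mM, 0.1 M TEA pH 8.0, 5 mM MgCl2, 0.01% Tween20, 0.1% BSA; 45 min RT. ADP-Glo readout. qHTS titration up to 57 uM; curves fitted, compounds curve-classed.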
BRCA1 expr act = BRCA1 expression activation. AID 624202. 380,000 tested, 1.1% active. Potency, µM (series often up to 46.1 µM), for inactives: at the highest dose activation, hits mostly activators. MCF7-BRCA1-FFLuc reporter, luminescence, 48 h; response scale: scaled: vehicle 0%, 10 µM genistein 100%; also: potency is read from the fitted curve at half-maximal effect; nearly all actives have a fitted effect of over 80% in size; some results filed as inactive show a strong effect at the top dose
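MCF7-BRCA1-FFLuc cells, 2000/well in phenol-red-free MEM, attached 2 h then treated 48 h at 37 C. Luciferase luminescence read 15 min after reagent; normalized to genistein maximum activation (10microM) and DMSO, concentration-response fitted.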
VP16 counter = counter-screen for ROR gamma inhibitors: Gal4-VP16 reporter. Drosophila S2 Gal4-VP16 UAS-luciferase, luminescence, 20 h. 310,000 tested, 3.5% active. AID 2546. Potency, µM (doses to about 53.6 µM), for inactives: top-dose activity, negative = inhibition, most hits filed as inhibitors;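 also: Gal4-VP16 expression switched on by copper sulfate through the metallothionein promoter; potency is read from the fitted curve at half-maximal effect; % is scaled to controls: 0 for no effect and ±100 for the full control effect; nearly all actives have a fitted effect of over 50% in size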
Rab9 promoter act = Rab9 promoter activation. Huh7 Rab9 promoter-luciferase reporter, luminescence, 24 h. Potency, µM (series often up to 9.22 µM), inactives show at the highest dose activation, negative = inhibition, hits mostly activators. 320,000 tested, 2.8% active. AID 485297; also: potency is read from the fitted curve at half-maximal effect; % of control where 0% means no effect; nearly all actives have a fitted effect of over 60% in size
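Cells were plated at 1500 per well in reduced-serum medium with 10% FBS and left 2 h. Compound in DMSO was then added for 24 h at 37 °C. Reporter signal was read by luminescence after 10 min with luciferase detection reagent.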
RORgamma inh = ROR gamma (mouse) transcription inhibition; 310,000 tested, 5.4% active; Potency, µM (doses to about 53.6 µM), for inactives: top-dose activity change, negative = inhibition, hits mostly inhibitors; P51450; Drosophila S2 Gal4-RORgamma UAS-luciferase reporter, 20 h; also: potency is read from the fitted curve at half-maximal effect; % is scaled to controls: 0 for no effect and ±100 for the full control effect; nearly all actives have a fitted effect of over 60% in size
Target sequence (P51450 whole entry, looked up, the tested form may be a part): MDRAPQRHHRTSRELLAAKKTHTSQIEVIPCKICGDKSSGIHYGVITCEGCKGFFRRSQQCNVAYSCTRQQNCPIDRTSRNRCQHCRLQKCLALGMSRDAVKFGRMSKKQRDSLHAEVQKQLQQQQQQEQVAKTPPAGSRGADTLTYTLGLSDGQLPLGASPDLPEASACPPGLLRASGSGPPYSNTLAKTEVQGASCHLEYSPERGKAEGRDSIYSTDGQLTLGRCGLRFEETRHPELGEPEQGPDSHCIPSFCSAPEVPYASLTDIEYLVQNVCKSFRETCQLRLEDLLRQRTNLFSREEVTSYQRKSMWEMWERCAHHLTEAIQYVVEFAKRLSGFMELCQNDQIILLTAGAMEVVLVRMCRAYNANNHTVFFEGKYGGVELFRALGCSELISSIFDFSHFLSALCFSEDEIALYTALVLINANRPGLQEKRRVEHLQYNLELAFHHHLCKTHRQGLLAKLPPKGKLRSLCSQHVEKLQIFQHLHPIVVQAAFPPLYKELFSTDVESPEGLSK
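Compounds are pin-transferred onto Drosophila Schneider cells expressing a copper-inducible Gal4–ROR gamma transactivation domain fusion. After 1 hr, copper sulfate is added to 700 uM final; luciferase is read 20 hr later.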
ELG1 genotox = genotoxicity induction in ELG1-luciferase HEK293T cells; HEK293T ELG1-luciferase reporter, luminescence, 16 h; Potency, µM (highest dose often 46 µM), for the others: at the top dose activity change, positive = activation, most hits filed as activators; 330,000 tested, 1.3% active; AID 504466; also: potency is read from the fitted curve at half-maximal effect; % of control where 0% means no effect; nearly all actives have a fitted effect of over 60% in size
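HEK293T cells expressing luciferase-tagged ELG1 were exposed to compound or DMSO vehicle for 16 hr at 37 °C and 5% CO2. Luciferase activity was then measured with ONE-Glo after 30 min at room temperature.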
p53 reactivator = restores transcriptional activity of mutant p53. H1299 p53-A138V BP100-luciferase reporter, luminescence, 24 h. Potency, µM (doses to about 92.2 µM), inactives show top-dose activity change, positive = activation, actives largely listed as activators. 320,000 tested, 0.063% active. AID 504706; also: potency is read from the fitted curve at half-maximal effect; % of control where 0% means no effect; nearly all actives have a fitted effect of over 45% in size
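p53-null H1299 cells stably carrying temperature-sensitive p53-A138V and a BP100-luciferase reporter were pinned with compounds (4-point, 1:5 series) and held 24 hrs at 37 deg C. Luminescence was read 10 min after detection reagent.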
TRPV1 ag = human TRPV1 agonism. activation, % at 8.33 µM. AID 540275. TRPV1-expressing cells, Fluo-8 calcium influx, agonist mode. 320,000 tested, 0.19% active. Q8NER1; in the data active = activation above about 80%; inconclusive = between about 30% and that limit; also: 0% is about no effect
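Cells expressing TRPV1 were dye-loaded with Fluo-8 and read kinetically: 10 s baseline, 3 min after compound (agonist portion), then 2 min after EC20 capsaicin (allosteric enhancer portion). Calcium-bound dye fluorescence at 480/520 nm.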
FLuc modulator = inhibits or activates purified firefly luciferase, miR-21 counter-screen; P08659; purified FLuc, Km substrates, luminescence inhibition; Potency, µM (top dose mostly 57.5 µM), for inactives: at the top dose activity change, negative = inhibition, hits mostly inhibitors; 360,000 tested, 6.9% active;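 also: potency is read from the fitted curve at half-maximal effect; plate controls were vehicle for no effect and reference inhibitor for full effect; nearly all actives have a fitted effect of over 55% in size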
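Purified P. pyralis luciferase (10nM final) with 10uM D-luciferin and 10uM ATP (Km levels) in 50mM Tris acetate pH 7.5, 10mM Mg acetate, 0.01% Tween-20, 0.05% BSA; qHTS 6-point titration, ~60 µM downward; luminescence read.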
* hit, by the source's call; ? = inconclusive; nt = not tested or not shown; [ ] = another dose, or the depositor's remark. Unless noted, calls follow the shape of the dose curve; as a rule, active = well fitted curve in the direction sought with a large enough effect; inconclusive = small, poorly fitted or top-dose-only effect, or another doubt; inactive = no such curve, though single readings can be large; an effect the other way counts as inactive or inconclusive.

#1 CCOc1cc(NC(=S)NCc2ccccc2)c(OCC)cc1NC(=O)C(C)C
#2 O=C(CSc1nc2ccccc2s1)Nc1ncccn1
#3 COc1ccc(C(=O)/C=C/C(=O)N(Cc2ccccc2)C(C(=O)NC2CCCCC2)c2ccncc2)c(O)c1 (centres undefined)
#4 Cc1c(NS(=O)(=O)c2ccc(Br)cc2)c(=O)n(-c2ccccc2)n1C
#5 CC(NC(=O)c1cc(-c2ccc(Br)cc2)on1)c1ccccc1 (centres undefined)
#6 CC(=O)c1ccc(NC(=O)C(C)Nc2ccc(Cl)cc2)cc1 (centres undefined)
#7 COC(=O)/N=C/c1c(NCc2ccccc2)nc2c(C)cccn2c1=O
#8 CC(CNC(=O)COC(=O)c1cccs1)c1ccccc1 (centres undefined)

screen / no.	1	2	3	4	5	6	7	8
NPC1 prom act	0%	-1%	-2%	-3%	13%	-3%	-6%	0%
ELG1 repair inh	18%	-6%	?	-4%	28%	-4%	19%	11%
Tb PFK inh	-1%	-1%	1%	0%	5%	-2%	-1%	-6%
BRCA1 expr act	2%	-31%	-55%	0%	4%	14%	-41%	12%
VP16 counter	?	-1%	2%	4%	7%	2%	5%	nt
Rab9 promoter act	-9%	-1%	-1%	-2%	8%	-4%	-3%	-1%
RORgamma inh	?	-1%	-3%[10 µM]	20%	19%	?	-7%	nt
ELG1 genotox	-1%	-2%	-8%	-3%	3%	-1%	9%	0%
p53 reactivator	0%	11%	-2%	nt	12%	-3%	1%	3%
TRPV1 ag	?	0	?	3	1	23	8	1
FLuc modulator	-5%	?	-1%	1%	1%	-1%	-1%	?

Compound profiles (already shown).
Shown for CCOc1cc(NC(=S)NCc2ccccc2)c(OCC)cc1NC(=O)C(C)C = NPC1 prom act: 0%; ELG1 repair inh: 18%; Tb PFK inh: -1%; BRCA1 expr act: 2%; VP16 counter: ?; Rab9 promoter act: -9%; RORgamma inh: ?; ELG1 genotox: -1%; p53 reactivator: 0%; TRPV1 ag: ?; FLuc modulator: -5%
Shown for CC(NC(=O)c1cc(-c2ccc(Br)cc2)on1)c1ccccc1 (centres undefined) = NPC1 prom act: 13%; ELG1 repair inh: 28%; Tb PFK inh: 5%; BRCA1 expr act: 4%; VP16 counter: 7%; Rab9 promoter act: 8%; RORgamma inh: 19%; ELG1 genotox: 3%; p53 reactivator: 12%; TRPV1 ag: 1; FLuc modulator: 1%

The listing continues:
#9 C/C(=N\NC(=O)c1nn(C)c(C)c1Br)c1ccc(NC(=O)c2ccoc2C)cc1
#10 NC(=O)C1CCCN(C(=O)CCc2nnc(C3(c4ccc(Cl)cc4)CCC3)o2)C1 (centres undefined)
#11 O=C(Nc1ccc(Br)cc1)/C(=C/c1cccc([N+](=O)[O-])c1)NC(=O)C1CCCCC1
#12 Cc1c(NCc2cc(Cl)ccc2O)c(=O)n(-c2ccccc2)n1C
#13 Cc1nc(Cc2nnc(SC(C)C(=O)Nc3cccc(C#N)c3)o2)cs1 (centres undefined)
#14 CC1(C)OC(=O)N(CCc2ccccc2)C1(C)O (centres undefined)
#15 O=[N+]([O-])c1ccc(S(=O)(=O)N/N=C/c2cccs2)cc1
#16 Cc1ccccc1C=Nc1ccccc1C(N)=O

screen / no.	9	10	11	12	13	14	15	16
NPC1 prom act	17%	-2%	-2%	-6%	1%	1%	-7%	-27%
ELG1 repair inh	?	11%	-1%	-1%	?	3%	9%	?
Tb PFK inh	-8%	0%	4%	1%	-3%	7%	5%	10%
BRCA1 expr act	65%	-6%	-17%	-24%	-13%	-2%	24%	-62%
VP16 counter	?	-5%	-4%	-12%	nt	2%	-5%	-4%
Rab9 promoter act	27%	4%	0%	-4%	-3%	0%	9%	-18%
RORgamma inh	?	8%	-2%	4%	nt	-9%	30%	45%
ELG1 genotox	15%	-5%	2%	0%	0%	-1%	-2%	-5%
p53 reactivator	?	19%	-1%	-8%	-2%	-1%	-1%	-2%
TRPV1 ag	-6	2	2	2	-3	1	-1	-2
FLuc modulator	-6%	4%	-2%	1%	-1%	4%	0%	-5%

#17 CC(C)(C)N1CC(C(=O)Nc2ccc(C#N)cc2)CC1=O (centres undefined)
#18 Cc1cc(S(=O)(=O)N2CCCCC2)c(C)s1
#19 CC(=O)OCCCNc1cc(SCc2ccco2)c2nonc2c1[N+](=O)[O-]
#20 O=C(N/C(=C/c1ccc(Cl)cc1)c1nc2ccccc2[nH]1)c1ccco1
#21 O=c1cc(-c2ccccc2)cc(-c2ccccc2)n1O
#22 COCCn1c(C)c(C(=O)O)sc1=S
#23 COCc1c(C(=O)NCCOc2ccc(Cl)cc2)oc2ccccc12
#24 O=C(COc1c(CO)cc(Br)cc1CO)NC1CCCc2ccccc21 (centres undefined)

screen / no.	17	18	19	20	21	22	23	24
NPC1 prom act	-2%	1%	0%	5%	-4%	-1%	0%	-5%
ELG1 repair inh	6%	-7%	-2%	2%	?	1%	-5%	11%
Tb PFK inh	2%	1%	?	2%	5%	-11%	0%	-3%
BRCA1 expr act	-35%	4%	-45%	-15%	-90%	30%	-3%	-10%
VP16 counter	-13%	4%	?	4%	nt	nt	nt	-8%
Rab9 promoter act	-1%	0%	1%	-1%	-4%	-5%	-5%	9%
RORgamma inh	-19%	14%	?	-1%	nt	-1%[0.365 µM]	nt	17%
ELG1 genotox	-5%	-1%	4%	3%	-10%	1%	-2%	-11%
p53 reactivator	nt	-5%	-42%[inhibitor]	-2%	0%	13%	-2%	-2%
TRPV1 ag	-5	20	1	?	8	1	17	0
FLuc modulator	0%	0%	4%	-17%	1%	1%	nt	-1%

#25 Cc1ccc(NS(=O)(=O)c2cc3c4c(c2)CC(=O)N4CCC3)cc1C
#26 COc1ccc(Cc2nc(C(=O)Nc3ccc(OC)cc3)cs2)cc1
#27 O=C(Nc1c(-c2cccs2)nc2ccccn12)c1ccccc1F
#28 COC(=O)C(Cc1ccccc1)NC(=O)CNS(=O)(=O)c1ccc(Br)cc1 (centres undefined)
#29 CCOc1ccc(CN2CCN(Cc3ccon3)CC2CCO)cc1 (centres undefined)
#30 CC(C)(C)C(=O)Nc1ccc(NC(=O)c2ccco2)nc1
#31 Cc1ccccc1C(=O)N1CCN(c2ncccn2)CC1
#32 COc1ccccc1/C=C/C(=O)Nc1ccc(S(=O)(=O)Nc2cc(C)nc(C)n2)cc1
#33 COc1cc(Cl)c(C)cc1NC(=O)CN(C)C1CCS(=O)(=O)C1 (centres undefined)
#34 O=C(NCSc1ccncn1)c1ccccc1

screen / no.	25	26	27	28	29	30	31	32	33	34
NPC1 prom act	-4%	0%	-5%	-4%	1%	-34%[inhibitor]	-2%	-2%	nt	3%
ELG1 repair inh	-7%	?	-1%	-6%	-2%	?	3%	18%	-8%	0%
Tb PFK inh	1%	1%	-3%	-1%	5%	-2%	-9%	2%	3%	-7%
BRCA1 expr act	-24%	12%	-8%	0%	-19%	-101%[inhibitor]	8%	-3%	-24%	2%
VP16 counter	-3%	-23%	8%[10 µM]	4%	-2%	0.56µM*	-8%	11%	nt	3%
Rab9 promoter act	-1%	-7%	-9%	-1%	6%	-39%[inhibitor]	6%	0%	nt	-3%
RORgamma inh	36%	38%	0%	25%	0%	0.2µM*	-9%	0%	nt	?
ELG1 genotox	2%	?	-10%	0%	-3%	?	-2%	1%	-3%	4%
p53 reactivator	-2%	9%	-4%	-3%	-2%	-15%	?	-5%	-1%	2%
TRPV1 ag	4	?	-6	14	2	0	2	1	nt	-1
FLuc modulator	-2%	24µM*	2%	-8%	-1%	0.17µM*	0%	?	nt	-13%
